Source: PubChem BioAssay
GoLoco inh red: qHTS Assay for Inhibitors of RGS12 GoLoco Motif Activity (Red Fluorophore) | Gai1:RGS12 GoLoco peptide FP, rhodamine, 10 min | Potency, µM (titrated, usually from 61.6 µM), for inactives: at the top dose activity, negative = inhibition, hits mostly inhibitors | actives 0.44% (n = 230,000) | AID 880, 2007; active = well fitted inhibition curve with a large enough effect, not every such curve was filed as active; inactive = no such curve, though single readings can be large or run the other way; note: nearly all actives have a fitted effect of over 30% in size; many of its hits are not listed in these tables
Target sequence (P63096 whole entry, looked up): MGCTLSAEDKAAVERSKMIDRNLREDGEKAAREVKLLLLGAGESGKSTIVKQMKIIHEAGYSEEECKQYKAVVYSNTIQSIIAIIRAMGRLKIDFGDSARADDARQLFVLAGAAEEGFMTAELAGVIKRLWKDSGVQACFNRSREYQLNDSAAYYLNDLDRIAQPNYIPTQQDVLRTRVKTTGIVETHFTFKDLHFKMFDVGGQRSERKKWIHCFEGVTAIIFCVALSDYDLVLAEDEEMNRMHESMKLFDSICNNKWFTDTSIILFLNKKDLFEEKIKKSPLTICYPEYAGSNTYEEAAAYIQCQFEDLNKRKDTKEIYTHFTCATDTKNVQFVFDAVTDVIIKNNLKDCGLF
GAA spleen mod: qHTS Assay for Inhibitors and Activators of Human alpha-Glucosidase From Spleen Homogenate; human spleen homogenate, 4-MU-alpha-glucoside fluorescence; Potency, µM (titrated, usually from 79.9 µM), inactives show top-dose activity change, negative = inhibition, most hits filed as inhibitors; actives 0.006% (n = 240,000); AID 2112, 2009;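 note: 0% = enzyme with vehicle and -100% = no enzyme basal signal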
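Compounds were titrated against alpha-glucosidase in spleen homogenate at pH 5.0, with 1 mM 4-methylumbelliferyl substrate for 40 min at 37 C. Reactions were quenched with pH 10 NaOH/glycine and fluorescence measured.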
TRb-SRC2 inh: qHTS for Inhibitors of the Interaction of Thyroid Hormone Receptor and Steroid Receptor Coregulator 2; Potency, µM (series often up to 106 µM), for inactives: top-dose activity change, negative = inhibition, most hits filed as inhibitors; TRbeta-SRC2 peptide binding, fluorescence polarization; receptor liganded with 1 µM T3; AID 1469, 2008; actives 0.065% (n = 280,000);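 note: plate controls were bound peptide for no effect and peptide without receptor for full effect; nearly all actives have a fitted effect of over 50% in size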
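Read-out is fluorescence polarization (555 nm excitation, 632 nm emission) of a Texas Red SRC2 coactivator peptide; loss of signal reflects blocked binding to human TRb ligand-binding domain in the presence of 1 uM T3.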
GAA inh: qHTS Assay for Inhibitors of Human alpha-Glucosidase as a Potential Chaperone Treatment of Pompe Disease; Potency, µM (doses to about 76.9 µM), without a hit: top-dose activity change, negative = inhibition, actives largely listed as inhibitors; Lysosomal alpha-glucosidase (Homo sapiens), P10253; purified human GAA, 4-MU-alpha-glucoside fluorescence; actives 0.005% (n = 200,000);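 note: plate controls were uninhibited enzyme wells for no effect and no-enzyme background for full effect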
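Fluorogenic assay: 4 nM human alpha-glucosidase with 400 uM 4-methylumbelliferyl-alpha-D-pyranoside in 50 mM citrate/phosphate, 0.005% Tween-20, pH 5.0, 20 min at room temperature. Compounds tested up to 77 uM; AC50 from Hill fits.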
GAA glycogen mod: qHTS Assay for Inhibitors and Activators of Human alpha-Glucosidase Cleavage of Glycogen; AID 2100, 2009; recombinant GAA, glycogen substrate, Amplex Red glucose oxidase fluorescence; Lysosomal alpha-glucosidase (Homo sapiens), P10253; actives 0.38% (n = 300,000); Potency, µM (series often up to 76.4 µM), for inactives: at the highest dose activity change, negative = inhibition, hits mostly inhibitors;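 note: 0% = full enzyme reaction and -100% = no-enzyme basal signal; the screen sought inhibitors and activators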
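qHTS, 1536-well; enzyme 4 nM final; cpd up to 77 uM; substrate bovine liver glycogen 30 ug; 50 mM citrate/phosphate pH 5.0, 0.01% Tween-20; 37 C, 40 min; Amplex Red detection 45 min RT; Hill fit → AC50.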
L3MBTL1 block: qHTS Assay for the Inhibitors of L3MBTL1. AlphaScreen L3MBTL1–H3K9me1 peptide binding. actives 0.66% (n = 230,000). Lethal(3)malignant brain tumor-like protein 1 (Homo sapiens), Q9Y468. AID 485360, 2010. Potency, µM (titrated, usually from 57.1 µM), inactives show at the highest dose activity, negative = inhibition, actives largely listed as inhibitors; note: nearly all actives have a fitted effect of over 60% in size
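AlphaScreen assay: L3MBTL1 (50 nM final) was preincubated 30 min at room temperature with biotinylated H3(1-15)K9me1 peptide (75 nM final), then 30 min with library compounds; streptavidin donor and nickel chelate acceptor beads (10 ug/mL final) added, 30 min dark.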
RECQ1 helicase: qHTS Assay for Inhibitors of RecQ-Like Dna Helicase 1 (RECQ1); Potency, µM (top dose mostly 57.3 µM), for inactives: top-dose activity, negative = inhibition, hits mostly inhibitors; actives 0.54% (n = 240,000); ATP-dependent DNA helicase Q1 (Homo sapiens), P46063; RECQ1 DNA unwinding, red fluorescence kinetic read;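 note: plate controls were vehicle for no effect and no enzyme for full effect; nearly all actives have a fitted effect of over 30% in size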
Target sequence (P46063 whole entry, looked up): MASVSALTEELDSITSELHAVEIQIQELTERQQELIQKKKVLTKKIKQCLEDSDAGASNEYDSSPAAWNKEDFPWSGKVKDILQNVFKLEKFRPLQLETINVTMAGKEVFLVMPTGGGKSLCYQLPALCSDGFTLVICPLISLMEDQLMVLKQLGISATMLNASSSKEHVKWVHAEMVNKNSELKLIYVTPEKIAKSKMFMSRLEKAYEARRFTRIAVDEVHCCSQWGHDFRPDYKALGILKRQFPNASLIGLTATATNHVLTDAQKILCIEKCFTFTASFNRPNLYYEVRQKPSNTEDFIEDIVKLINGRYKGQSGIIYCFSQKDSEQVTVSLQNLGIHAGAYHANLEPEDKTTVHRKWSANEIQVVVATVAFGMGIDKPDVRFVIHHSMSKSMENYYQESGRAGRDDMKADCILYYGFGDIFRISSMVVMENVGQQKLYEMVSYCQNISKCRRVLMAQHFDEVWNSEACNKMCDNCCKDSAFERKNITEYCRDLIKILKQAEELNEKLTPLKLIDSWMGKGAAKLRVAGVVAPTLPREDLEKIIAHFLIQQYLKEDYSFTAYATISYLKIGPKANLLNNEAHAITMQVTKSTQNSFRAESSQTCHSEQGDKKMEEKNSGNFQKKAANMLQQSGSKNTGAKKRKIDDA
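RECQ1T1 50 nM; forked duplex (20 bp + 30-nt ss tails) 200 nM, ATP 2 mM final; pH 8.0, 2 mM MgCl2, 2.5 ug/ml poly(dI-dC); 15 min compound preincubation; discontinuous kinetic read over 2 h at RT.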
TR SRC2 fluor cs: Total Fluorescence Counterscreen for Inhibitors of the Interaction of Thyroid Hormone Receptor and Steroid Receptor Coregulator 2. TRb/SRC2 Texas Red total fluorescence interference. Potency, µM (series often up to 106 µM), for inactives: at the top dose fluorescence change, negative = quenching. actives 0.29% (n = 280,000). AID 1479, 2009; active = well fitted curve in either direction with a large enough effect; inconclusive = small, poorly fitted or top-dose-only effect
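Human TRb ligand-binding domain at 0.6 uM with 20 nM Texas Red SRC2 peptide in Tris buffer containing 1 uM T3 and 5% DMSO, incubated with compound 5 h at ambient temperature. Total fluorescence (555/632 nm) calculated as parallel + 2 × perpendicular.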
The depositor's hits bear a star; i = inactive; ? = inconclusive; . = no result given; & = joins results of further samples; [ ] = dose if it differs, or a comment. Unless noted, calls come from the whole dose curve; as a rule, active = well fitted curve in the direction sought with a large enough effect; inconclusive = small, poorly fitted or top-dose-only effect, or another doubt; inactive = no such curve, though single readings can be large; an effect the other way counts as inactive or inconclusive. Unless noted, % is set by controls: 0 for no effect and ±100 for the full control effect; potency is the fitted concentration of half-maximal effect.

Values run as follows: GoLoco inh red, GAA spleen mod, TRb-SRC2 inh, GAA inh, GAA glycogen mod, L3MBTL1 block, RECQ1 helicase, TR SRC2 fluor cs
Cc1cccc(NCc2nnc(-c3ccccc3)o2)c1C
    -5%, ., 1%, -2%, -3%, -5%, -4%, 1%
CCOC(=O)c1sc(NC(=O)c2ccc3ncsc3c2)nc1C
    11%, 0%, -8%, -7%, 1%, -4%, -7%, -3%
CCc1nn(CC(=O)NCCCN2CCc3ccccc3C2)c(=O)c2cc3sccc3n12
    2%, 1%, -7%, -10%, -10%, ?, 6%, -2%
CC(C)(C)N1C(=O)[C@H]2[C@H]3[C@H](O)[C@H](O)C/C(=N/NC(=O)OCc4ccccc4)[C@@H]3CC[C@@H]2C1=O
    ., 4%[17.4 µM], -3%[11.2 µM], ., ., ., -4%[11.5 µM], 1%[11.2 µM]
O=C(NCCc1ccccc1)c1ccncc1
    -18%, -8%, 2%, 1%, -4%, 4%, -16%, 2%
NC(=S)c1cc2cc(Cl)ccc2oc1=O
    0%, 6%, 2%, ., 2%, ., 1%, -2%
COc1ccccc1CNC(=O)Cn1c(=O)oc2cc(S(=O)(=O)N3CCCC3)ccc21
    ., ., 1%, ., -8%&18%[76.3 µM], 7%, ., -2%
Cn1cccc1C(=O)NC(=O)COC(=O)CNC(=O)CNC(=O)c1ccc(Cl)cc1Cl
    16%, 0%, -5%, 2%, 5%, ., 18%, 4%
COc1cc(/C=C2\SC(=O)N(c3ccc(O)cc3)C2=O)cc(OC)c1OC
    3%, 3%, -2%, ., 3%, -5%, 7%, -3%
CCOC(=O)c1c(C2CC2)csc1NC(=O)COC(=O)c1ccc[n+]([O-])c1
    15%, -9%, -13%, -4%, 3%, -1%, -6%, ?
O=C(NC1CCCCC1)c1ccccc1C(F)(F)F
    -8%, -2%, -5%, 0%, 14%, 8%, i, 0%
COc1ccc(Cl)cc1NC(=S)N1CCN(c2ccccn2)CC1
    ., 0%, 6%, -4%, -3%, 1%, -2%, -1%
CC1(N2CCCCC2)C(=O)c2ccccc2C1=O
    -2%, -2%, -5%, -5%, 0%, 29%, i, -7%
O=C(N/N=C/c1cccc2nccnc12)c1ccncc1
    0%, 0%, 12%, ., 0%, ?, 6%, -3%
COc1ccc(NC(=O)NCCCN2CCC(Cc3ccccc3)CC2)cc1
    -3%, -3%, -3%, ., 3%, ., i, -1%
CN1C(=O)/C(=C\c2ccco2)N=C1c1ccc(Cl)cc1Cl
    -5%, -4%, 1%, ., -3%, ., -6%, 0%
O=C(NCC1CCCO1)C1CC(c2ccc(Cl)c(Cl)c2)=NO1 (stereo unspecified)
    13%, 1%, -3%, 1%, -12%, ., -15%, -1%
CC12CN3CC(C)(CN(C1)C3c1ccc(Br)cc1)C2=O (stereo unspecified)
    6%, -3%, -2%, -7%, 9%, 6%, i, -3%
COc1ccc(NC(=O)CSc2ccccn2)cc1
    4%, -7%, 1%, 5%, 8%, 8%, i, -9%
COc1ccc2c(c1)CCc1c(C(=O)N3CCc4ccccc4C3)noc1-2
    1%, -8%, -5%, 6%, -3%, 10%, -3%, -7%
Cc1nnc(SCC(=O)n2c3c(c4ccccc42)CCCC3)s1
    4%, -6%, 3%, -4%, -4%, 3%, -1%, 2%
c1ccc(-c2ccc(C3=Nn4c(Cn5nnc6ccccc65)nnc4SC3)cc2)cc1
    -12%, -1%, -5%, -2%, -6%, -14%, -2%, -2%
COc1ccc(NC(=O)c2sccc2C)c([N+](=O)[O-])c1
    3%, -1%, 6%, 3%, 3%, -12%, -2%, -3%
CCCNC(=O)c1cc(-c2ccc(Br)cc2)on1
    8%, 5%, -15%, -4%, -5%, 3%, -1%, -2%
O=C(N/C(=C\c1cccc([N+](=O)[O-])c1)C(=O)N1CCCCC1)c1cccs1
    0%, -10%, -17%, ?, 1%, -1%, -4%, 1%
CCOc1ccc(-c2nnn(CC(=O)Nc3ccccc3OC)n2)cc1OCC
    5%, 13%, -7%, -1%, 5%, ., -3%, -1%
CCC(O)(CC)C(=O)N/N=C/c1cc(Br)cc(Br)c1O
    7%, -3%, 1%, ., 5%, 10%, -3%, -1%
CN(CC(=O)Nc1ccc(N2CCOCC2)cc1)CC(=O)Nc1ccc([N+](=O)[O-])cc1Br
    -3%, ., -4%, 3%, -6%, 23%, -4%, -1%
CN(C)c1ccc(-c2nnc(-c3cccs3)o2)cc1
    5%, 4%, 1%, ?, -26%, ., i, -7%
Cc1nn(-c2ccccc2)c(C)c1/C=N/O
    -3%, -6%, 3%, 1%, 2%, -3%, -13%, 1%

Grouped by structure, those above containing a Cl atom
Values run as follows: GoLoco inh red, GAA spleen mod, TRb-SRC2 inh, GAA inh, GAA glycogen mod, L3MBTL1 block, RECQ1 helicase, TR SRC2 fluor cs
NC(=S)c1cc2cc(Cl)ccc2oc1=O
    0%, 6%, 2%, ., 2%, ., 1%, -2%
Cn1cccc1C(=O)NC(=O)COC(=O)CNC(=O)CNC(=O)c1ccc(Cl)cc1Cl
    16%, 0%, -5%, 2%, 5%, ., 18%, 4%
COc1ccc(Cl)cc1NC(=S)N1CCN(c2ccccn2)CC1
    ., 0%, 6%, -4%, -3%, 1%, -2%, -1%
CN1C(=O)/C(=C\c2ccco2)N=C1c1ccc(Cl)cc1Cl
    -5%, -4%, 1%, ., -3%, ., -6%, 0%
O=C(NCC1CCCO1)C1CC(c2ccc(Cl)c(Cl)c2)=NO1 (stereo unspecified)
    13%, 1%, -3%, 1%, -12%, ., -15%, -1%

Quoted at random: 3 records from the list, in no set order.
Values run as follows: GoLoco inh red, GAA spleen mod, TRb-SRC2 inh, GAA inh, GAA glycogen mod, L3MBTL1 block, RECQ1 helicase, TR SRC2 fluor cs
c1ccc(-c2ccc(C3=Nn4c(Cn5nnc6ccccc65)nnc4SC3)cc2)cc1
    -12%, -1%, -5%, -2%, -6%, -14%, -2%, -2%
CCC(O)(CC)C(=O)N/N=C/c1cc(Br)cc(Br)c1O
    7%, -3%, 1%, ., 5%, 10%, -3%, -1%
Cc1nn(-c2ccccc2)c(C)c1/C=N/O
    -3%, -6%, 3%, 1%, 2%, -3%, -13%, 1%

The list goes on:
Values run as follows: GoLoco inh red, GAA spleen mod, TRb-SRC2 inh, GAA inh, GAA glycogen mod, L3MBTL1 block, RECQ1 helicase, TR SRC2 fluor cs
Cc1ccc(N(CC(=O)N2CC(=O)Nc3ccccc32)S(=O)(=O)c2ccc3c(c2)OCCO3)cc1
    10%, -14%, -6%, -8%, -5%, -4%, -3%, -4%
CC(C)(C)c1ccc(OCC(=O)N2CCCCCC2)c(Br)c1
    1%, 3%, -5%, 6%, 6%, 30%[activator], i, -2%
CCOC(=O)/C(C#N)=C\C=C1C=CN(C)C=C1
    8%, -24%, -5%, ?, ?, -8%, 2%, -3%
Cn1nc(C(C)(C)C)c([N+](=O)[O-])c1C(=O)NCCO
    5%, -2%, -5%, -4%, 11%, 3%, -2%, -2%
Cc1oc(-c2ccccc2)cc1C(=O)Nc1ccc(N(C)C)cc1
    -12%, -7%, -1%, -8%, -15%, ?, -17%, 1%
Cc1[nH]n(-c2ccccc2)c(=O)c1/C=N/O
    -11%, 3%, -9%[53 µM], 4%, -27%, 2%, i, 0%[53 µM]
COc1cc(/C=C(\C#N)c2nc3ccc(C)cc3[nH]2)cc([N+](=O)[O-])c1O
    15%, -12%, 8%, ?, -8%, ?, i, -30%
Cc1occc1C(=O)NCc1cccs1
    3%, -1%, -5%, 1%, -7%, -1%, -11%, 2%
COc1ccc(C2=CC3=C(Br)C(=O)C(C)(OC(=O)c4ccc(Cl)nc4)C(=O)C3=CO2)cc1 (stereo unspecified)
    0%&30%, -6%&2%, 2%&2%, ., 2%, ., 6%&-19%, 11%&3%
CCOC(=O)C1(C)Oc2ccccc2C(C(=O)OC)=C1C(=O)OC (stereo unspecified)
    -19%[88.7 µM], 2%[119 µM], -8%, ., ., 4%, -2%[81.1 µM], -4%
COCc1cc(C)n(CC(=O)Nc2cccc(C)c2)c(=O)c1C#N
    -3%, 0%, -1%, -1%, 3%, ., -4%, -2%
COC(=O)c1ccc(COC(=O)c2cnccn2)cc1
    5%, 4%, 0%, ., -12%, -4%, -1%, 1%
Cc1ccc(S(=O)(=O)N2CCCCC2)cc1NC(=O)C1CC(=O)N(Cc2ccccc2)C1 (stereo unspecified)
    -7%, -1%, -12%, 4%, -6%, 31%[activator], -10%, 0%
O=C(CN1C(=O)C2C3C=CC(C4CC34)C2C1=O)Oc1ccccc1 (stereo unspecified)
    -11%, 3%, -4%, 7%, -11%, -16%, i, 1%
c1ccc(-c2cc(N3CCCCC3)c3ccccc3n2)cc1
    11%, ., 1%, -12%, -4%, 46%[activator], i, -3%

An excerpt (hit frequency here may not be typical).
